TGFb SMAD3 inh: inhibitors of TGF-b signaling. HepG2 CAGA-GFP TGF-b/SMAD3 reporter, GFP fluorescence, 18 h; TGF-beta stimulated, 500 pg/mL final. Potency, µM (doses to about 46.1 µM), for inactives: at the highest dose activity, negative = inhibition, most hits filed as inhibitors. hit rate 1.2% among 410,000. AID 588855; also: potency is read from the fitted curve at half-maximal effect; % is scaled to controls: 0 for no effect and ±100 for the full control effect; nearly all actives have a fitted effect of over 65% in size
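Inhibition of TGF-beta-driven CAGA-GFP reporter expression in HEPG2 cells is measured by cellular GFP fluorescence after 18 h stimulation with 500 pg/mL recombinant TGF-beta in 1% FBS medium at 37 degrees C.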
Nrf2 ARE act: activates Nrf2 signaling | hit rate 0.31% among 410,000 | Potency, µM (series often up to 46.1 µM), inactives show at the highest dose activation, usual class: activators | AREc32 ARE-luciferase reporter (MCF7-derived line), luminescence, 24 h; also: potency is read from the fitted curve at half-maximal effect; % of control where 0% means no effect; nearly all actives have a fitted effect of over 65% in size
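ARE activation measured as luciferase luminescence (Steady-Glo, 30 min RT) in AREc32_Fluc cells after 24 hr compound exposure at 37 deg C, 5% CO2; cells seeded overnight at 1000/well in OPTI-MEM, 5% FBS.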
Nrf2 block: inhibitors of Nrf2 signaling; A549 ARE-Fluc reporter, luciferase luminescence, 18-24 h; Potency, µM (doses to about 46 µM), for the others: top-dose activity change, negative = inhibition, actives largely listed as inhibitors; hit rate 2.1% among 360,000; also: potency is read from the fitted curve at half-maximal effect; % is scaled to controls: 0 for no effect and ±100 for the full control effect; nearly all actives have a fitted effect of over 60% in size
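Two sequential reads on A549 ARE_Fluc cells exposed to compound for 18-24 h: a CellTiter-Fluor fluorescence read for viability, then a luciferase luminescence read for Nrf2/ARE activity.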
HepG2 tox: kills HepG2 cells in TGF-b inhibitor counter-screen. HepG2 CAGA-GFP viability, ATP luminescence, 18 h. Potency, µM (doses to about 46.1 µM), for inactives: top-dose activity change, negative = cytotoxicity, usual class: cytotoxic. hit rate 0.76% among 410,000; also: potency is read from the fitted curve at half-maximal effect; some results filed as inactive show a strong effect at the top dose
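HepG2 CAGA-GFP cells (1000/well, DMEM with 1% FBS) received compound, then TGF-beta at 500 pg/mL final, and were incubated 18 hours at 37 degrees C. Viability was read by CellTiter-Glo luminescence. Media-only wells were set as complete cell-killing and DMSO as no toxicity.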
A549 tox: counter-screen for Nrf2 inhibitors: cytotoxicity in A549 cells; Potency, µM (series often up to 46 µM), for inactives: top-dose activity change, negative = cytotoxicity, actives largely listed as inhibitors; hit rate 0.16% among 390,000; AID 504648; A549 ARE-Fluc cells, CellTiter-Fluor viability, 18-24 h; also: potency is read from the fitted curve at half-maximal effect; % is scaled to controls: 0 for no effect and ±100 for the full control effect
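A549 ARE_Fluc cells in 5% FBS OPTI-MEM were exposed to compounds in concentration-response for 18-24 h at 37 deg C. Viability was read by CellTiter-Fluor fluorescence (Ex 405/Em 525) after 30 min, before the luciferase read.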
MmCpn inh: blocks the Methanococcus maripaludis chaperonin Mm-Cpn. purified Mm-Cpn ATPase, ADP Transcreener TR-FRET. Potency, µM (doses to about 76.9 µM), for the others: top-dose activity, negative = inhibition, usual class: inhibitors. hit rate 0.031% among 330,000. AID 504842; also: potency is read from the fitted curve at half-maximal effect; % is scaled to controls: 0 for no effect and ±100 for the full control effect; nearly all actives have a fitted effect of over 80% in size
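Purified archaeal chaperonin (25 nM final) was preincubated with compound for 10 min at 37°C, then ATP (10 uM final) was added for 30 min at 37°C in Tris pH 7.4/KCl/MgCl2/DTT buffer. ADP was quantified by HTRF Transcreener TR-FRET.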
CCT modulator: changes cytosolic chaperonin activity; purified chaperonin ATPase assay, HTRF ADP detection, 30 min; activity change, % (concentration not given with the values), hits read low; hit rate 0.3% among 360,000; in the data active = activity change below about -30%; also: % is scaled to controls: 0 for no effect and ±100 for the full control effect
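Nucleotide hydrolysis assay: TRiC at 20–40 nM final (set by batch activity) with 10 uM ATP, 30 min at 37 °C, in presence of 76 uM compound. Detection by competitive ADP HTRF, 30 min ambient.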
Abeta yeast res: restores growth of yeast expressing A-beta42 peptide. yeast expressing A-beta42, growth rescue, OD600, 48 h; response scale: 0% DMSO, 100% iron-clioquinol control. Potency, µM (top dose mostly 46.1 µM), inactives show at the top dose growth rescue, hits mostly activators. hit rate 0.063% among 410,000. AID 1347071; also: potency is read from the fitted curve at half-maximal effect; nearly all actives have a fitted effect of over 55% in size
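Yeast A-beta toxicity model in growth medium with pinned compounds, 48 h at 30 C; growth read as absorbance at 600 nm. Normalized to FeCl3/clioquinol equimolar mix (positive) and DMSO (negative).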
pAkt inh: Akt phosphorylation inhibition; Neuro2A IGF-stimulated pAkt S473 HTRF, 20 min; active compounds read low; hit rate 0.32% among 360,000; activity change, % for hits at 50 µM; in the data active = activity change below about -80%; inconclusive = mostly about -51% to -80%; also: % is scaled to controls: 0 for no effect and ±100 for the full control effect
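Neuro2A cells (4,500/well, DMEM with 0.5% FBS) were treated with compound at a single 50 µM final concentration, stimulated with 6 nM IGF for 20 min at 37 °C, and lysed. Phospho-Akt Ser473 was read by HTRF as 665/615 ratio ×10^4.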
Active calls of the source: *; i = inactive; ? = inconclusive; . = no result given; [ ] = remark or other dose. Unless noted, calls follow the shape of the dose curve; as a rule, active = well fitted curve in the direction sought with a large enough effect; inconclusive = small, poorly fitted or top-dose-only effect, or another doubt; inactive = no such curve, though single readings can be large; an effect the other way counts as inactive or inconclusive.

SMILES	TGFb SMAD3 inh	Nrf2 ARE act	Nrf2 block	HepG2 tox	A549 tox	MmCpn inh	CCT modulator	Abeta yeast res	pAkt inh
COc1cc(CNc2ncnc3c2ncn3[C@H]2CN(Cc3ccccc3)C[C@@H](COC(C)=O)O2)cc(OC)c1OC	17%	0.3%[9.22 µM]	.	-10%	.	.	-38*	19%	i
CCOc1ccc(C2C(C(=O)c3cccs3)=C(O)C(=O)N2Cc2cccnc2)cc1 (stereo not given)	-7%	-0.2%	-18%	-4%	-7%	0%	-1.9	14%	i
O=C(CCl)Nc1ccc(Sc2ccc(NC(=O)CCl)cc2)cc1	10µM*	?	?	-81%	3%	-5%	-0.8	-20%	i
CCn1c(=S)sc2c(=O)n(CC(=O)NCCCc3ccccc3)c(C)nc21	0%	0.4%	-11%	1%	0%	2%	-1.6	-6%	i
OC1CCN(Cc2ccc(OCc3ccccc3)cc2)CC1	7%	-1.0%	3%	-3%	-3%	-6%	-1.3	0%	i
COc1ccc(/C=N/Nc2nc(-c3cccnc3)nc3ccccc23)c(OC)c1	-17%	2.6%	-5%	2%	-6%	2%	-5.0	-3%	i
CCCCn1c(N)c(N(CCOC)C(=O)c2sc3ccccc3c2Cl)c(=O)[nH]c1=O	22%	-0.3%	-9%	-6%	-2%	1%	0.4	-6%	i
C=CCOc1ccc(Br)cc1CNCC	2%	0.1%	-8%	-3%	0%	0%	0.7	-12%	i
CCOc1ccc(/C(O)=C/C(=O)C(=O)Nc2ccc(S(=O)(=O)NC(C)=O)cc2)cc1	-18%	0.6%[9.22 µM]	-3%	-5%	2%	0%	-0.7	17%	i
COc1cc(NC(=O)NS(=O)(=O)c2ccc(C)cc2)cc(OC)c1	?	0.2%	1%	18%	1%	1%	0.7	29%	i
C[C@@H]1CN(Cc2cn(C)nc2-c2cccc(Cl)c2)C[C@H](C)O1	4%	-0.2%	0%	3%	5%	0%	0.4	-7%	i
CC(NC(=O)C1CCN(S(=O)(=O)N2CCC3(CC2)OCCO3)CC1)c1ccccc1 (stereo not given)	4%	0.3%	9%	-1%	1%	0%	-2.1	-7%	i
O=C1NC[C@@H](CCCCN2C[C@H](Cc3ccccc3)N(CC3CCCCC3)C(=O)C2=O)N(CCc2ccccc2)C1=O	.	0.3%	.	.	.	.	-0.2	-12%	i
O=C(CCNC(=O)c1ccc(Cl)cc1)Nc1ccc(S(=O)(=O)N2CCOCC2)cc1	-13%	-0.5%	-9%	-4%	2%	2%	-1.9	-13%	i
CCCCn1c(N)c(N(CCOC)C(=O)c2ccco2)c(=O)[nH]c1=O	-4%	0.0%	3%	-7%	-11%	2%	0.4	1%	i
CCN(c1ccccc1)S(=O)(=O)c1cc2c(cc1C)N(C)CCO2	7%	-0.6%	-7%	-1%	-8%	-1%	0.4	12%	i
O=C(O)C(Cc1ccccc1)N1C(=O)/C(=C/C=C/c2ccco2)SC1=S (stereo not given)	-25%	-0.5%	1%	-9%	-14%	-3%	0.7	7%	i
O=C(Nc1nnc(CC(=O)N2CCOCC2)s1)c1cccs1	-22%	-0.8%	20%	3%	9%	-2%	1.9	-10%	i
CC(C)C(=O)c1cn(CC(=O)NCc2ccc3c(c2)OCO3)c2ccccc12	?	0.3%	?	12%	-7%	1%	1.1	6%	i
COC(=O)c1ccc(OC)c(OC2CCCC2)c1	-4%	-0.5%	4%	-11%	20%	-2%	-1.4	-2%	i
CC(Cc1ccc(O)c(O)c1)C(C)Cc1ccc(O)c(O)c1 (stereo not given)	-28%	11%	5%	-22%	-5%	.	0.0	1%	i
COc1ccc(OC)c(NC(=O)C2(C)CCN2C(=O)Cc2ccccc2)c1 (stereo not given)	15%	0.2%[9.22 µM]	.	1%	.	.	-2.1	4%	i
Cc1ccc(N(CC(=O)Nc2cccc(C)c2)S(=O)(=O)c2cccc3nonc23)cc1	-6%	0.7%	-2%	-44%	-1%	-3%	0.1	15%	i
N#C/C(=C(/O)CSc1ccccn1)c1nc2ccccc2s1	-22%	9.2%	?	-35%	1%	0%	-2.4	-6%	i
CC(Oc1ccccc1)C(=O)OCc1cc(=O)n2nc(C(C)C)sc2n1 (stereo not given)	-17%	-0.9%	20%	-21%	1%	.	.	-20%	.

(continued)
SMILES	TGFb SMAD3 inh	Nrf2 ARE act	Nrf2 block	HepG2 tox	A549 tox	MmCpn inh	CCT modulator	Abeta yeast res	pAkt inh
COc1cc(C)ccc1OCCCOc1ccccc1Cl	7%	2.0%	?	-5%	-1%	-1%	-2.4	8%	i
O=C(Nc1ccc(F)c(Cl)c1)c1ccc2sc([C@@H]3O[C@H](CO)[C@H](O)[C@H](O)[C@H]3O)nc2c1	11%	1.1%	.	4%	.	.	0.7	-17%	i
Nc1n[nH]c(CCCO)n1	-15%	-0.5%	4%	16%	-2%	0%	-0.5	8%	i
CC(C)(C)OC(=O)NCCCCCc1nnc(SCc2ccc(F)cc2)o1	-9%	0.0%	?	-179%	-8%	-1%	-2.8	13%	i
COC(=O)CN1C(=S)N(Cc2ccccc2)C(=O)C1CC(=O)Nc1ccc(OC)cc1 (stereo not given)	0%	0.3%	6%	0%	-6%	-1%	-1.0	11%	i
N/C(Cc1ccc(Cl)cc1)=N\OC(=O)CCc1ccccc1	2%	2.8%	.	4%	.	.	-0.3	-76%[inhibitor]	i
CCC(C)(C(=O)NC1CCCC1)N(C(=O)c1cnccn1)c1ccccc1 (stereo not given)	-23%	-0.3%	5%	-20%	-5%	-2%	-1.1	-8%	i
COc1ccc(C)cc1NC(=O)CCN1CCN(C/C=C/c2ccccc2)CC1	?	0.4%	16%	-38%	?	-1%	2.0	-5%	i
Oc1ccc2ccccc2c1CNc1ccccc1	-17%	?	3%	-23%	4%	.	-4.0	4%	i
Cc1cc(Cl)nc(Cl)c1C(=O)NCCc1ccccc1	9%	-0.1%	19%	3%	1%	0%	-0.3	4%	i
CCc1nc(SCC(=O)N2c3ccccc3CC2C)c2c(C)c(C)sc2n1 (stereo not given)	?	-0.4%	?	-14%	-26%	-12%	-0.7	-10%	i
CN(C)CCNC(=O)Cn1nc(C(F)F)cc1C1CC1	-3%	-0.6%	1%	-19%	0%	1%	-4.4	-20%	i
CCC(CO)Oc1cc(NCc2ccccc2F)c2ncn(C(C)C)c2c1 (stereo not given)	-14%	-3.9%	-24%	-20%	-9%	-7%	-1.1	-15%	i
NC(N)=N/N=C/c1ccc(OCc2ccccc2)c(OCc2ccccc2)c1	18µM*	-3.4%	9%	16µM*	1%	0%	-3.0	-42%[inhibitor]	i
COc1ccc(OC)c(S(=O)(=O)Nc2ccc3oc(C)c(C(C)=O)c3c2)c1	-18%	3.6%	-18%	-14%	-3%	1%	0.2	-9%	i
COc1ccc(C(=O)NNc2ccccc2)cc1	-12%	0.4%	0%	0%	-2%	0%	-1.1	12%	i
O=C(NC1CCCCC1)C12CC3CC(C1)CC(n1cncn1)(C3)C2	0%	-0.3%	.	24%	-1%	-1%	-2.4	35%	i
CC1=C(C(N)=O)C(c2ccc(C(C)C)cc2)n2nc(SCc3ccccc3F)nc2N1 (stereo not given)	-3%	-0.9%	-3%[9.27 µM]	-1%	4%	.	.	-16%	.
COc1ccccc1S(=O)(=O)c1ccccc1[N+](=O)[O-]	?	0.6%	?	0%	-4%	1%	-2.2	7%	i
CCCCN1C2=NC(c3ccccc3)CN2c2ccccc21 (stereo not given)	-5%	0.4%	6%	6.3µM*	7%	.	0.1	-7%	i
COC(=O)c1ccc(Cn2cnc3ccccc3c2=O)cc1	-2%	0.2%	17%	-4%	19%	-2%	-0.1	-17%	i
CCCCOc1ccc(Cn2c(=O)sc3ccccc32)cc1OC	-3%	6.6%	?	-17%	-15%	.	.	22%	.
CC1CCN(C(=O)CN2C(=O)COc3ccc(Cl)cc32)CC1	-3%	-0.7%	-18%	5%	-19%	-2%	-2.9	11%	i
Cc1cccc(NC(=O)/C=C/c2cccs2)n1	9%	?	?	-39%	-11%	1%	-3.3	-6%	i
CC(C)c1ccc(CNC(=O)C(=O)NCCCn2ccnc2)cc1	-8%	-1.1%	-19%	-7%	-14%	-2%	1.0	-14%	i
O=c1[nH]cnc2scc(-c3ccc(Br)cc3)c12	7%	0.3%	-17%	0%	10%	-9%	1.0	-7%	i
CCC/C=C/c1ccc(CN2C(CC(C)C)C(=O)N(Cc3cn(CCC4OCCCO4)nn3)CCS2(=O)=O)cc1 (stereo not given)	13µM*	-6.0%	.	16µM*	.	.	-0.6	4%	i
Cc1cc(Cl)ccc1NC(=O)CN1CCN(C(=O)c2ccco2)CC1	-7%	0.3%	5%	-11%	2%	-4%	-0.3	13%	i
COc1ccc(N2CCN(C(=O)COC(=O)[C@@H](NC(=O)OCc3ccccc3)C(C)C)CC2)cc1	3%	2.6%	?	5%	-6%	.	0.7	19%	i

3 entries from above, reformatted:
molecule | TGFb SMAD3 inh | Nrf2 ARE act | Nrf2 block | HepG2 tox | A549 tox | MmCpn inh | CCT modulator | Abeta yeast res | pAkt inh
Cc1cccc(NC(=O)/C=C/c2cccs2)n1 | 9% | ? | ? | -39% | -11% | 1% | -3.3 | -6% | i
CC(C)c1ccc(CNC(=O)C(=O)NCCCn2ccnc2)cc1 | -8% | -1.1% | -19% | -7% | -14% | -2% | 1.0 | -14% | i
O=c1[nH]cnc2scc(-c3ccc(Br)cc3)c12 | 7% | 0.3% | -17% | 0% | 10% | -9% | 1.0 | -7% | i
